CSM14.1 death rescue: protection against thapsigargin-triggered cell killing – 384-well, CSM14.1, ATP luminescence, primary screen (AID 1222); CSM14.1 thapsigargin-induced death rescue, ATP luminescence; higher % means a stronger effect; one-dose cellular ATP content (survival), % at 20 µM; EC50 in µM for titrated hits; 190,000 tested, under 10 active;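 active = EC50 below 50 µM in the dose-response confirmation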;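 also: death triggered by thapsigargin at about 15 µM added after 2 h compound pretreatment; cell ATP read after overnight thapsigargin exposure of roughly 18 to 22 hours; normalized against plate controls of thapsigargin alone and 5% DMSO vehicle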
TNAP activators: stimulation of alkaline phosphatase TNAP activity – biochemical, luminescent, no phosphate acceptor, uHTS, primary screen (AID 1001) | hit rate 0.03% among 200,000 | one-dose activation fold at 20 µM; EC50 in µM for titrated hits | purified TNAP, luminescent activation assay, no phosphate acceptor; higher activation fold means a stronger effect; in the data active = activation fold from about 3, or a potency from the dose series; inactive = the rest, 99 in 100 with activation fold below about 1.6; also: many of its hits are not listed in these tables
PMI inhibitors: MPI enzyme activity inhibition – biochemical, fluorescence intensity, coupled assay, primary screen (AID 1209); purified PMI enzyme, coupled fluorescence intensity; higher % means a stronger effect; inhibition, % at 20 µM, or IC50 in µM where a hit was titrated; hit rate 0.42% among 190,000;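 also: plate controls were DMSO vehicle for no effect and wells lacking substrate for full effect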
K1F lysis inhibition: protection from phage-mediated lysis, alamar blue read-out – E. coli UTI89, K1F phage, bacterial capsule biogenesis inhibitors (AID 488966); one-dose inhibition, % at 100 µM; IC50 in µM for titrated hits; E. coli UTI89 K1F phage lysis, alamar blue, 2 h; higher % means a stronger effect; hit rate 0.02% among 340,000;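 active = phage lysis inhibition, versus mean bacterial control, above a set limit; inconclusive = no clear call, values can overlap the other calls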;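 also: capsule biogenesis inhibitors block K1F phage lysis so surviving cells raise fluorescence; higher fluorescence means more inhibition of phage lysis; actives were called in the ten point dose series up to 300 µM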
Myeloid diff 2: promotes myeloid progenitor differentiation; ER-HoxA9 myeloid progenitors, lysozyme-GFP differentiation, flow cytometry; calls only at 10 µM; hit rate 1% among 360,000; AID 624256;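 active = normalized GFP-positive differentiation at or above the plate's own cutoff, the solvent-only control mean plus 3 SD; inconclusive = no clear call, values can overlap the other calls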;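 also: cells exposed to compound for four days before flow analysis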
WT yeast gro inh: growth inhibition of WT yeast, mitochondrial fusion screen; mitochondrial fusion phenotypic screen, WT strain; inhibition, % at 10 µM; hit rate 2.1% among 190,000; AID 1362; in the data active = inhibition above about 58%; tested in S. cerevisiae
Lipid droplet: hepatic lipid droplet formation modulation; inhibition, % at 6.5 µM; AML12 mouse hepatocytes, oleate lipid droplets, BODIPY imaging; hit rate 0.4% among 240,000;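 active = lipid droplet intensity inhibited by at least 50%, with more than 500 cells counted; inconclusive = wells with under 300 cells, treated as cytotoxic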
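Test system: AML12 hepatocytes (mouse); reagent: oleate loading, 100 µM; dosing: one dose, 6.5 µM compound; incubation: overnight exposure; signal: fluorescence imaging, 20x objective, two fields per well; read-out basis: % inhibition of corrected integrated BODIPY droplet signal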
M1AAP inhibition: P. falciparum M1AAP inhibitors, biochemical, fluorogenic H-Leu-NHMec substrate, 1536-well (AID 1445). recombinant M1AAP, H-Leu-NHMec fluorogenic kinetic assay; higher % means a stronger effect. one-dose inhibition, % at 30 µM; IC50 in µM for titrated hits. hit rate 0.42% among 220,000;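 active = primary inhibition above the hit cutoff, then over 50% inhibition at one or more dose response concentrations, cut at about 23% in these data, passing the limit was not always enough; inconclusive = conflicting primary data, or primary hits not chosen for dose response; inactive = low primary inhibition, or under 50% at every dose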;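 also: plate controls were DMSO full reaction for no effect and no enzyme background for full effect; strong numbers were not always called active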
human PMI inhibitors: MPI inhibition at elevated mannose 6-phosphate – biochemical, fluorescence intensity, high mannose 6-phosphate, primary screen (AID 1220); recombinant PMI enzyme, coupled fluorescence intensity; higher % means a stronger effect; one-dose inhibition, % at 20 µM; IC50 in µM for titrated hits; hit rate 0.66% among 190,000
WT yeast gro inh mutant strain: recorded beside WT yeast gro inh, whose call it bears; inhibition, %; mitochondrial fusion phenotypic screen, mutant strain inhibition
Lipid droplet cells 6.5 µM: further read-out of Lipid droplet, marked with its call; cell count; measured here: cell count, cytotoxicity flag;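 cells counted across two imaged fields per well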
Myeloid diff 2 GFP+ MAC1+ %: further read-out of Myeloid diff 2, marked with its call; GFP+ MAC1+ double positive, %; measured here: differentiation confirmed by MAC1 staining
* hit, by the source's call; i = inactive; ? = inconclusive; / = no result given; [ ] = remark or other dose. Rule as the data show it, unless noted: active = inhibition above about 50%; inactive = the rest.

SMILES	CSM14.1 death rescue	TNAP activators	PMI inhibitors	K1F lysis inhibition	Myeloid diff 2	Myeloid diff 2 GFP+ MAC1+ %	WT yeast gro inh	WT yeast gro inh mutant strain	Lipid droplet	Lipid droplet cells 6.5 µM	M1AAP inhibition	human PMI inhibitors
CCc1ccc2[nH]c(=O)c(CN(CCCN3CCOCC3)C(=O)Nc3ccccc3)cc2c1	-3.2%	1.1	10%	-0.1%	i	0.6	1	11	12	710	13%	4%
CCOC(=O)C(=O)Nc1cccc(C(=O)OCC)c1	4.4%	1.1	0%	-4.8%	i	0.6	-3	-7	6	634	4%	4%
CCN(C(=O)CSc1nc2cc(Cl)ccc2c(=O)n1Cc1ccco1)C1CCS(=O)(=O)C1 (stereo unspecified)	-1.8%	1.1	2%	-0.2%	i	0.2	-13	-3	-10	729	-2%	3%
CCOC(=O)CSc1nnc(Cc2ccc(OC)cc2)n1-c1ccccc1	-0.1%	1	-5%	0.4%	i	2.7	-1	-8	-4	773	8%	-12%
C=CCNc1c2c(nc3ncnn13)CC(C)CC2 (stereo unspecified)	-1.6%	1.1	8%	-0.2%	i	0.2	0	-4	6	650	1%	11%
C=CCn1c(Cc2cccs2)nnc1SCC(=O)Nc1ccc(OC)c(OC)c1	/	1.1	6%	0.0%	i	0.9	9	14	-3	710	2%	4%
COc1ccc(-c2nnc3ccc(SCC(=O)Nc4cc(C)on4)nn23)cc1	-0.5%	1.1	-22%	/	/	/	8	13	2	722	6%	-15%
Cn1cc(CNCc2cnc3ccccn23)c(-c2ccc(Oc3ccccc3)cc2)n1	8.2%	0.3	5%	0.2%	i	0.2	17	21	2	642	0%	-1%
Cc1cc(C)nc(N/N=C/c2ccccc2OCc2ccccc2)n1	-1.4%	1.1	-19%	0.1%	i	0.4	12	6	-1	693	-9%	-21%
O=C(NC(Nc1nc2ccc([N+](=O)[O-])cc2s1)(C(F)(F)F)C(F)(F)F)c1ccccc1Cl	2.5%	0.8	21%	0.4%	?	/	84	86	-82	483	3%	9%
Cc1nc(SCC(=O)N2CCc3ccccc32)n[nH]1	-0.5%	1	7%	1.8%	i	1.3	4	11	-1	807	-1%	2%
Cc1ccc(NC(=O)C(C)N=C2NS(=O)(=O)c3ccccc32)cc1 (stereo unspecified)	-0.4%	1.1	0%	0.5%	i	0.3	7	9	-2	677	2%	-4%
COc1nc(NCCN2CCOCC2)nc(Nc2ccc([N+](=O)[O-])cc2)n1	2.7%	1.1	-7%	0.1%	i	2.4	0	-8	5	782	13%	-20%
CC(=O)NS(=O)(=O)c1ccc(NC(=O)/C=C/c2ccco2)cc1	-1.1%	1.1	-2%	0.4%	i	1.2	-31	-1	13	672	4%	-3%
COc1cc(C(=O)Nc2sc3c(c2C(=O)NCc2ccco2)CCCC3)cc(OC)c1OC	0.6%	1.1	6%	2.9%	i	1.1	13	0	-12	805	12%	4%
Cc1nc(-c2noc(-c3ccccc3Cl)n2)c(C(F)(F)F)o1	/	/	/	-0.4%	i	0.3	/	/	-4	719	2%	/
CCC(C)(C)n1nnnc1C(C(C)C)N(CCN1CCOCC1)Cc1cc2cccc(C)c2[nH]c1=O (stereo unspecified)	-3.2%	1.1	-20%	4.4%	i	1.7	13	16	2	768	8%	-40%
Nc1nc(-c2ccccn2)nc(N)c1Cc1ccc(Cl)cc1Cl	0.9%	1.4	0%	6.8%	i	0.3	-5	-5	/	/	-14%	16%
O=C(c1ccc(Br)o1)N1CCN(c2ccc3nnc(-c4ccc(F)cc4)n3n2)CC1	-2.2%	1.1	11%	-2.0%	i	13	-1	-9	10	668	-2%	13%
O=C(Cc1ccccc1)Nn1c(O)c(/C=C2\C=Nc3ccccc32)sc1=S	-0.6%	0.8	-2%	1.5%	i	0.4	25	6	26	751	7%	0%
CC12CCC(C(=O)NCCCn3ccnc3)(OC1=O)C2(C)C (stereo unspecified)	/	1.1	5%	0.4%	i	0.6	-7	6	7	689	-2%	6%
COCCNc1ncnc2c1cnn2-c1ccc(Cl)cc1	-2.1%	1.1	-19%	0.5%	i	0.9	1	-6	-16	700	-2%	-20%
CCC1=Nc2cc(C(=O)NCc3ccco3)ccc2Sc2ccc(Cl)cc21	-3.1%	1.2	13%	-0.1%[50 µM]	?	/	24	11	?	/	1%	0%
O=C(CCC1CCCCC1)NCc1cccs1	0.8%	1	-2%	1.0%	i	0.3	20	34	-5	799	-5%	-5%
O=C(O)c1cc(/C=C/c2ccc(N3CCOCC3)cc2)nc2ccccc12	1.2%	1.1	-30%	-0.1%	i	0.2	29	30	-3	705	13%	-2%
Cc1[nH]c2ccc(F)cc2c1CCN(Cc1ccncc1)C(=S)Nc1ccc(F)cc1	-0.4%	1.2	-2%	-1.4%	i	2.2	-36	6	-6	692	8%	4%
CCCc1[nH]n(-c2ccc(F)cc2)c(=O)c1C=Nc1ccc(C)cc1	1.4%	1.3	7%	0.4%	i	0.8	-13	-6	13	609	0%	0%
Cc1cccc(N2CCN(S(=O)(=O)c3ccc4[nH]c(=O)c(=O)[nH]c4c3)CC2C)c1 (stereo unspecified)	2.7%	1.4	3%	/	/	/	-15	-7	/	/	2%	3%
O=C(CN1C(=O)C2CC=CCC2C1=O)Nc1ccc(S(=O)(=O)Nc2ncccn2)cc1 (stereo unspecified)	/	/	/	2.8%[50 µM]	i	0.8	/	/	-12	633	4%	/
CCOC(=O)c1sc(NC(=O)CN2C(=O)NC3(CC(C)CC(C)(C)C3)C2=O)c(C(=O)OCC)c1C (stereo unspecified)	-2.2%	1.1	3%	2.2%[50 µM]	i	0.4	-2	5	5	630	4%	4%
CN1c2ccccc2C(O)=C(C(=O)Nc2ccccc2)S1(=O)=O	-1.3%	1.1	17%	1.6%	i	1.0	-16	-4	/	/	2%	37%
CCOc1ccc2nc(N3CCCN(C(=O)Nc4ccccc4C)CC3)c(C#N)cc2c1	-2.0%	1.6	23%	-0.5%	i	1.0	41	43	5	668	1%	24%
Cc1ccc(SCCNC(=O)C(CO)(CO)CO)cc1	0.1%	1.2	-3%	0.0%	i	5.7	0	2	/	/	-2%	-4%
Cc1cccc(C)c1NCc1n[nH]c(=S)n1-c1ccccc1	0.2%	1	17%	0.0%	i	0.1	-13	18	-9	498	2%	19%
O=C(CSc1ncnc2c1oc1ccccc12)c1cccs1	-1.5%	1	-7%	0.8%	i	0.8	56	0	/	/	-7%	1%
COc1cc(OC)cc(C(=O)NCCSCc2ccco2)c1	/	1.1	8%	/	/	/	2	-27	-28	664	4%	9%
Cc1cc(C#N)c(C)c(SCc2[nH]nc3c2C(c2ccccc2)C(C#N)=C(N)O3)n1 (stereo unspecified)	-1.3%	1	12%	-0.8%	i	1.0	-5	3	-2	745	7%	33%
CC1CCN(C(=S)c2ccc3c(c2)OCO3)CC1	0.1%	1.1	2%	-0.6%	i	7.7	20	21	3	740	8%	-3%
O=C(COC(=O)CSc1nnc(-c2ccc(Cl)cc2)o1)NCc1ccc2c(c1)OCO2	-2.1%	1.1	8%	3.5%[50 µM]	i	0.4	-9	-8	-4	765	5%	0%
Cc1ccc(-n2nnc3c(=O)n(CC(=O)NCC4CCCO4)cnc32)cc1 (stereo unspecified)	-0.5%	1	-22%	3.5%	i	11	7	2	/	/	7%	-14%
O=C(OCC(=O)N1CCCCCC1)c1ccc(S(=O)(=O)N2CCOCC2)cc1	-1.7%	1.1	-16%	-0.2%	i	0.0	-11	14	4	700	2%	-6%
CC(C)c1onc(C(=O)N(C)C2CCCCC2)c1[N+](=O)[O-]	-6.5%	1	10%	0.2%	i	0.8	-8	6	-7	734	0%	8%
Fc1ccc(CSc2nsc(SCc3ccc(F)cc3)n2)cc1	2.1%	1.1	13%	3.5%	i	0.8	31	9	-8	785	2%	3%
COc1ccc(C(=O)N/C(=C/c2cccc3ccccc23)C(=O)NCCc2c[nH]c3ccccc23)cc1OC	3.0%	1.1	10%	1.2%[50 µM]	i	0.4	-1	-6	11	582	0%	8%
CNS(=O)(=O)c1cccc(C(=O)OCC(=O)Nc2cc(F)ccc2F)c1	-0.9%	1.1	1%	0.3%	i	0.9	-9	12	10	668	3%	1%
COc1ccccc1/C=N/NC(=O)c1ccc(Br)cc1	-0.9%	1.1	4%	0.1%	i	1.4	7	0	8	748	5%	4%
CS(=O)(=O)NCCSCc1c(F)cccc1Cl	/	1.1	3%	0.4%	i	0.4	-1	-5	28	700	2%	1%
Cc1nnc(N/N=C/c2ccco2)n1N	-2.7%	1.2	24%	0.2%	i	0.9	-23	-11	28	715	8%	57%*

Fetched one by one from the entries so far, 6 records:
SMILES	CSM14.1 death rescue	TNAP activators	PMI inhibitors	K1F lysis inhibition	Myeloid diff 2	Myeloid diff 2 GFP+ MAC1+ %	WT yeast gro inh	WT yeast gro inh mutant strain	Lipid droplet	Lipid droplet cells 6.5 µM	M1AAP inhibition	human PMI inhibitors
CNS(=O)(=O)c1cccc(C(=O)OCC(=O)Nc2cc(F)ccc2F)c1	-0.9%	1.1	1%	0.3%	i	0.9	-9	12	10	668	3%	1%
CS(=O)(=O)NCCSCc1c(F)cccc1Cl	/	1.1	3%	0.4%	i	0.4	-1	-5	28	700	2%	1%
COc1ccc(C(=O)N/C(=C/c2cccc3ccccc23)C(=O)NCCc2c[nH]c3ccccc23)cc1OC	3.0%	1.1	10%	1.2%[50 µM]	i	0.4	-1	-6	11	582	0%	8%
Fc1ccc(CSc2nsc(SCc3ccc(F)cc3)n2)cc1	2.1%	1.1	13%	3.5%	i	0.8	31	9	-8	785	2%	3%
Cc1nnc(N/N=C/c2ccco2)n1N	-2.7%	1.2	24%	0.2%	i	0.9	-23	-11	28	715	8%	57%*
CC(C)c1onc(C(=O)N(C)C2CCCCC2)c1[N+](=O)[O-]	-6.5%	1	10%	0.2%	i	0.8	-8	6	-7	734	0%	8%
